Htt clearance = mutant huntingtin protein clearance. AID 853. HeLa Exon1htt(103Q)mCFP, aggregate imaging; zero = plate's median compound well. actives 0.42% (n = 47,000). inhibition, % at 1.5 µM;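 active = inhibition of aggregate fluorescence above about 70%, also judged a hit by eye on the cell image, limit read from the data, passing the limit was not always enough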;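 note: cells exposed to compound for three days before fixation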
Htt clearance grain fraction = further read-out of Htt clearance, marked with its call; fraction fluorescence in grains; measured here: aggregate grain fluorescence fraction; hits give low values;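 scaled fraction of total cell fluorescence in grains with unit not stated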
* = called active by the depositor. An excerpt. The share of hits here may be higher or lower than overall.

SMILES | Htt clearance | Htt clearance grain fraction
COc1ccc(CNC(=O)CN(c2cccc(OC)c2)S(C)(=O)=O)cc1 | 36 | 23
CN(C)c1nc(OCCNC(=O)Nc2ccccc2)nc(N2CCOCC2)n1 | -31 | 31
Cc1nnc(NC(=O)C(C)Oc2ccc3c(C)cc(=O)oc3c2)s1 (stereo not drawn) | 10 | 17
Cc1coc(C)c1C(=O)CC1(O)C(=O)N(Cc2ccccc2)c2ccccc21 (stereo not drawn) | 43 | 10
O=C(O)c1ccc(NS(=O)(=O)/C=C/c2ccccc2)cc1 | 12 | 31
CC1CSc2ccccc2NC1=S (stereo not drawn) | -11 | 22
CCOC(=O)N1CCN(CCC(=O)Nc2cc(OC)cc(OC)c2)CC1 | -109 | 37
Cc1[nH]c2ccccc2c1C(=O)CN1CCCC1 | 7 | 41
CCOC(=O)CNC(=O)CSc1nc(N)cc(N)n1 | 9 | 15
CCCS(=O)(=O)N1CCC(C(=O)N2CCCC2)CC1 | -9 | 20
Fc1cccc(NCc2ccoc2)c1 | -6 | 45
CN1CCc2c(c3ccccc3n2Cc2ccccc2)C1 | 45 | 25
CCS(=O)(=O)NCCCc1ccccc1 | -33 | 27
Cc1ccc(C)n1NC(=O)c1ccccc1O | -132 | 83
C=C(C)CSc1nc(C)c(Cc2ccccc2)c(=O)[nH]1 | -32 | 23
CCOC(=O)Cc1nnc(NC(=O)CSc2nncn2C)s1 | -35 | 50
CCCCn1cnc2cc(NCc3ccncc3)ccc21 | 48 | 9.3
O=C(CCc1ccccc1)Nc1nc2nc(-c3ccccc3)cc(=O)n2[nH]1 | 32 | 14
CCOC(=O)c1cc(CC)sc1NC(=O)Cc1ccccc1 | -61 | 38
O=C1CCCC2=C1C(c1ccc(Cl)cc1)C1C(=O)c3ccccc3C1=N2 (stereo not drawn) | 37 | 24
CC(C)(C)c1csc(NC(=O)c2cccs2)n1 | 56 | 8.9
O=C(NCCCN1CCN(c2ccccc2F)CC1)C1CCCN(S(=O)(=O)c2cnc[nH]2)C1 (stereo not drawn) | 35 | 29
C=CCN=C(NC#N)SCC(=O)NCc1ccccc1 | 12 | 17
CO/N=C\Cc1oc(=O)c(NC(=O)c2ccccc2)cc1C(=O)OC | -34 | 28
COc1ccc(C2C(C(N)=O)=C(C)Nc3nc(-c4cccc(Cl)c4)nn32)cc1OC (stereo not drawn) | -2 | 39
Cc1cc(C)c(NC(=O)CN2CCOCCOCCOCCOCC2)c(C)c1 | 32 | 12
COc1ccccc1CCNC(=O)C1CCCO1 (stereo not drawn) | 1 | 18
Cc1sc2nc(C3CC3)nc(SCC(=O)N3CC(=O)Nc4ccccc43)c2c1C | 3 | 37
NC(=O)C1(N2CCCCC2)CCN(C(=O)c2cccs2)CC1 | 10 | 37
Cc1cc(NC(=O)c2cc(-c3ccncc3)nc3c(C)cccc23)no1 | -140 | 45
CN(C)c1ncc(S(=O)(=O)c2ccc(Cl)cc2)c(-c2ccccc2)n1 | 11 | 19
COc1ccc(NC(=O)Cc2nc3ccccc3[nH]2)cc1 | -1 | 21
CC(C)[C@H](NC(=O)NCCc1ccccc1)C(=O)O | -15 | 48
Cc1cc(NC(=O)c2cccc(S(=O)(=O)N3CCCCCC3)c2)n(-c2ccccn2)n1 | 53 | 18
CCCCC(=O)Nc1ccccc1C(=O)N1CCOCC1 | -3 | 20
COC(=O)C1=C(C)N(C)C(=O)NC1c1ccc(O)c(OC)c1 (stereo not drawn) | 20 | 40
Nn1c(SC/C=C/c2ccccc2)nnc1-c1ccccn1 | 18 | 33
C/C=C(\C)CN1CCN(c2cc(C)ccc2C)CC1 | -9 | 46
CC(=O)c1ccc(NC(=O)CSc2nnc(-c3ccoc3C)n2Cc2ccccc2)cc1 | 6 | 18
Cc1ccc(S(=O)(=O)N(C)CC(=O)Nc2nc3ccccc3s2)cc1 | -13 | 21
Cc1ccc(C(=O)C2CCN(CC(=O)Nc3ccc(N(C)C)cc3)CC2)cc1 | -18 | 39
Cc1cc(C)cc(NC(=O)c2ccc(Cn3nc(C)c(Cl)c3C)o2)c1 | -70 | 33
COC(=O)C1=C(C)OC(N)=C(C#N)C1c1ccccc1F (stereo not drawn) | 34 | 14
COC(=O)CCC(=O)Nc1sc2c(c1C#N)CCCC2 | -5 | 36
N#Cc1nc(-c2ccco2)oc1N1CCN(c2ccccc2)CC1 | 6 | 37
Cn1c(=O)c2c(-c3ccccc3)n(CCCN3CCOCC3)cc2n(C)c1=O | 23 | 14
Cc1ccc(C(=O)CS(C)(=O)=O)cc1 | -22 | 20
CCOC(=O)c1cnc(SC)nc1Oc1cccc(NC(=O)c2ccc(Cl)cc2)c1 | 0 | 39
COc1cc(N=c2ssnc2Cl)cc(OC)c1OC | 39 | 22
COCCNCC(=O)NC12CC3CC(CC(C3)C1)C2 | -23 | 44
CC1CCN(c2nc(-c3ccncc3)nc3ccccc23)CC1 | -70 | 30
Cc1cc(=O)c2ccccc2[nH]1 | 0 | 37
CCN(C(=O)CN1CCN(c2ccc(OC)cc2)CC1)c1c(N)n(Cc2ccccc2)c(=O)[nH]c1=O | 7 | 35
CCC1(C)N(O)C(C)(C)C(c2ccc(F)cc2)=[N+]1[O-] (stereo not drawn) | 4 | 19
Cc1ccc(-c2noc(CN(C(=O)CCCCCN3C(=O)c4ccccc4C3=O)C(C)C)n2)cc1 | 67 | 5.7
CC(C)C(=O)NNc1nc2ccccc2s1 | -9 | 42
Cn1cccc1-c1nc2ccccc2n1Cc1ccccc1 | -41 | 27
O=C(NCCc1ccccc1)c1cc(-c2ccco2)on1 | -11 | 21
COCCNC(=O)C(C)N(c1ccc(OC)cc1)S(C)(=O)=O (stereo not drawn) | -4 | 24
Cc1nnsc1NC(=O)OCC(C)(C)C | 42 | 24
Following part.
SMILES | Htt clearance | Htt clearance grain fraction
O=C(CSc1ccc2nnc(-c3ccccn3)n2n1)NCc1ccco1 | 0 | 34
CC(C)(C)c1ccccc1NC(=O)c1cccnc1 | 16 | 16
CC(=O)C(C)Oc1cc(C)cc2oc(=O)c(C)c(C)c12 (stereo not drawn) | -2 | 38
COc1ccccc1N1CCN(C(=O)C(F)F)CC1 | 34 | 19
C#CC(C)(CC)NC(=O)Cn1nnc(-c2ccc(S(C)(=O)=O)cc2)n1 (stereo not drawn) | -1 | 34
Cc1cc(C)cc(OC(C)c2ccnc3nc(/N=C/N(C)C)nn23)c1 (stereo not drawn) | -14 | 38
Cc1nn(C)c(C(=O)Nc2ccn(Cc3ccccc3F)n2)c1[N+](=O)[O-] | -4 | 40
NC(=O)c1c(NC(NC(=O)c2ccco2)(C(F)(F)F)C(F)(F)F)sc2c1CCCC2 | 17 | 26
COc1ccc(NC(=O)NC2CC3CCCC(C2)N3Cc2ccccc2)cc1 (stereo not drawn) | -62 | 65
CS(=O)(=O)N1CCN(c2nc(-c3ccc(F)cc3)cs2)CC1 | 0 | 21
CC(C)Oc1cccc(C(=O)O)c1 | -33 | 41
Cc1ccc(NC(=O)CSc2nnc(CCNC(=O)OC(C)(C)C)o2)c(C)c1 | -5 | 29
COC(=O)c1cc(C(=O)OC)n(Cc2ccc(F)cc2)n1 | -26 | 24
CCCOc1cccc(C2/C(=C(/O)c3ccc(F)cc3)C(=O)C(=O)N2CCN(C)C)c1 (stereo not drawn) | 12 | 30
Nc1ccc(SCCN2C(=O)c3ccccc3C2=O)cc1 | -16 | 36
COC(=O)c1cc(Br)c(=O)n(CCc2ccccc2)c1 | -9 | 37
CCOC(=O)C(C)c1nc2ccccc2[nH]c1=O (stereo not drawn) | 3 | 19
O=C(CN1C2=NCCCN2c2ccccc21)c1cccs1 | -19 | 24
CC(C)OC(=O)c1nnn(-c2nonc2N)c1CN1CCCCCC1 | -28 | 44
O=C(ON=C1CCN(c2ccc([N+](=O)[O-])cc2)CC1)c1ccccc1 | -60 | 33
COc1cccc(OCCOc2cccc(/C=N/n3cnnc3)c2)c1 | -8 | 21
O=C(COc1ccc2ccccc2c1)Nc1nc2ccccc2[nH]1 | 15 | 18
COC(=O)Nc1ccc(S(=O)(=O)N2CCCCC2)cc1 | 1 | 18
Cc1ccc(S(=O)(=O)c2nc(N3CCOCC3)sc2Cl)cc1 | -29 | 24
CCC(=O)c1ccc(N2CCOCC2)c(F)c1 | 2 | 20
Cc1cc(C)n2nc(C(=O)NCc3ccccc3)cc2n1 | -20 | 51
CCOc1ccc(/C=C2/SC(=S)N(n3c(C)ccc3C)C2=O)cc1 | 38 | 12
CN(C)c1cccc(NC(=O)Cc2ccc(F)cc2)c1 | -33 | 50
COc1ccc(CCNS(=O)(=O)c2ccc3c(c2)CC(C)N3C(C)=O)cc1OC (stereo not drawn) | 8 | 34
COC(=O)CNc1nc(-c2ccncc2)nc2ccccc12 | 11 | 16
CCC(CC)C(=O)NCc1ccc2c(c1)cc(C)n2C | 8 | 34
COCc1[nH]nc2c1C(c1c(F)cccc1Cl)C(C#N)=C(N)O2 (stereo not drawn) | -64 | 62
O=C1CCC(=O)N1c1nc2n(n1)C(c1ccccc1)C=C(c1ccc(Br)cc1)N2 (stereo not drawn) | -5 | 43
CCSc1nc(-c2ccc(OC)cc2)cc(-c2ccccc2)c1C#N | -30 | 25
CCCCn1c(=O)[nH]c(=O)c2c1nc(-c1ccc(C#N)cc1)n2C1CCCC1 | 16 | 18
CCC(COC(=O)Nc1cccc(C)c1)NC(=O)OCC(C)C (stereo not drawn) | -11 | 47
Cc1ccc(C(=O)Nc2cnc3sc(C)nn3c2=O)cc1 | 13 | 15
Cc1ccc(S(=O)(=O)c2nc(NCc3ccc4c(c3)OCO4)sc2Cl)cc1 | 54 | 14
O=C(Cc1cccs1)Nc1nc2ccccc2s1 | -124 | 89
CC(=O)Nc1ccc(S(=O)(=O)NCCc2ccccc2)cc1 | -4 | 21
Cc1cc(N2CCN(C(=O)OC(C)(C)C)CC2)n2ncnc2n1 | 15 | 34
CCOC(=O)CC1NC(=O)c2ccccc21 (stereo not drawn) | -17 | 45
O=C(NCc1cccs1)c1cc(C2CC2)on1 | 20 | 28
COc1ccc(C2C(=O)N(C3CCCCC3)CC(=O)N2Cc2ccco2)cc1 (stereo not drawn) | -43 | 27
O=c1c2ccccc2nc2n1CC/C2=C/N1CCN(c2cccc(C(F)(F)F)c2)CC1 | -26 | 27
CC(C)NC(=O)c1cc(-c2ccc(Br)cc2)on1 | -50 | 61
CCOC(=O)N1CCN(S(=O)(=O)c2ccc3c(c2)oc(=O)n3C)CC1 | 18 | 15
CCc1ccccc1NC(=O)C(C#N)Cc1cccnc1 (stereo not drawn) | 19 | 14
COC(=O)c1c(C(=O)OC)c2cc(C(=O)c3ccccc3)ccn2c1Cl | 3 | 17
COc1ccc2c(=O)c3c(=O)n(Cc4ccco4)c(-c4ccccc4)nc3oc2c1 | 13 | 37
COc1c(O)cccc1-c1nnn(CCC(=O)OCC(=O)c2ccccc2)n1 | 32 | 20
CCOC(=O)c1c(NC(=O)C2CCN(S(=O)(=O)c3cccs3)CC2)sc(C)c1C | -4 | 18
C=CCc1ccc(OCCCCCN2CCOCC2)c(OC)c1 | 1 | 39
CC(=O)c1cnc2cc(-c3ccc(Cl)cc3)nn2c1C | -88 | 38
Cc1nn(C(C)C(=O)NCc2ccccc2)c(C)c1[N+](=O)[O-] (stereo not drawn) | 8 | 31
CC(C)N(C(=O)c1ccccc1-c1ccccc1)C(C)C | -52 | 43
Cc1ccccc1NC(=O)CSc1nc(COc2ccccc2)nc2ccccc12 | 23 | 30
CC(=O)N1CCc2cc(S(=O)(=O)NCCC(=O)N3CCN(Cc4ccccc4)CC3)ccc21 | 24 | 15
CC1Cc2cc(/C(O)=C3/C(=O)C(=O)N(CC4CCCO4)C3c3ccco3)ccc2O1 (stereo not drawn) | 23 | 14
CCOC(=O)c1nnc(-c2ccccc2)o1 | -31 | 27
(list continues)
SMILES | Htt clearance | Htt clearance grain fraction
COc1cc(NS(=O)(=O)c2ccc(NC(=O)C3CCCO3)cc2)nc(OC)n1 (stereo not drawn) | -27 | 26
O=c1c2cc(Br)ccc2nc2n1CCCCC2 | 26 | 30
CCCN(CCO)Cc1cccc(Cl)c1 | 6 | 18
CCOCC(=O)Nc1ccc2c(c1)OCCO2 | 8 | 17
Cn1nnnc1SCCOc1ccc(C#N)cc1 | 32 | 24
CCN1CCN(S(=O)(=O)c2ccc(OC)c(Br)c2)CC1 | -11 | 18
O=C(Nc1cccnc1)c1cnc2ccccc2n1 | 13 | 18
CCCCn1c(SCC(=O)NC(=O)NCc2ccco2)nc2cc(S(N)(=O)=O)ccc21 | 30 | 21
